Screens from PubChem.
Pf growth 48h = P. falciparum growth inhibition at 48 hours (one generation) | P. falciparum luciferase growth in erythrocytes, 48 h | Potency, µM (top dose mostly 28.7 µM), for inactives: at the top dose activity change, negative = inhibition, actives largely listed as inhibitors | 5.9% of 310,000 active; note: potency is the fitted concentration of half-maximal effect; % is set by controls: 0 for no effect and ±100 for the full control effect
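Compounds are pin-transferred into medium, infected erythrocytes (2% hematocrit, 0.1% parasitemia final) are added, and plates sit one parasite generation at 37 C in 5% CO2. Detection reagent is then added and luminescence measured.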
Shiga toxin inh = Shiga toxin inhibition; Vero cells, Shiga toxin protein synthesis inhibition reporter; inhibition, % at 38.7 µM; 9.2% of 290,000 active; in the data active = inhibition mostly above about 28%, no sharp cut-off; inactive = mostly below about 43%; note: 0% is about no effect
Pf growth 96h = inhibits malaria parasite growth, 96 h; P. falciparum luciferase reporter growth, 96 h; Potency, µM (highest dose often 28.7 µM), without a hit: at the top dose activity change, negative = inhibition, actives largely listed as inhibitors; 6.9% of 320,000 active; AID 504834; note: potency is the fitted concentration of half-maximal effect; % is set by controls: 0 for no effect and ±100 for the full control effect
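Delayed-death screen, second-generation endpoint: infected erythrocytes, 2% hematocrit, 0.05% parasitemia final; 96 hours at 37 C, 5% CO2; luciferase detection reagent; luminescence decrease equals reduced growth.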
AMA1 RON2 block = disrupts binding of P. falciparum AMA1 to RON2; AlphaScreen AMA1-biotinylated RON2 peptide binding; Potency, µM (doses to about 58.2 µM), for the others: at the highest dose activity change, negative = inhibition, most hits filed as inhibitors; 0.2% of 360,000 active; AID 720542;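 note: potency is the fitted concentration of half-maximal effect; 0% = vehicle wells and -100% = peptide control; nearly all actives have a fitted effect of over 45% in size; some results filed as inactive show a strong effect at the top dose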
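AMA1 (3D7) with his tag at 25 nM final met compounds first, then biotinylated RON2 peptide at 25 nM; detection used donor plus acceptor beads, 10 µg/mL apiece, read by AlphaScreen after 30 min at room temperature.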
TbPYK inhibitor = inhibitors of Trypanosoma brucei pyruvate kinase; TbPYK enzyme, Kinase-Glo Plus ATP luminescence, 45 min; AID 624173; Potency, µM (series often up to 76.8 µM), without a hit: at the highest dose activity, negative = inhibition, most hits filed as inhibitors; 0.12% of 410,000 active; note: potency is the fitted concentration of half-maximal effect; % is set by controls: 0 for no effect and ±100 for the full control effect; nearly all actives have a fitted effect of over 50% in size
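T. brucei PYK with substrate was exposed to pin-transferred compounds across a concentration series, then started with 130 uM ADP (final). After 45 min at room temperature, Kinase-Glo Plus luminescence was read, normalized and curve-fitted.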
LmPK inhibitor = LmPK (Leishmania mexicana) enzyme inhibition; Q27686; purified LmPK, Kinase-Glo ATP luminescence, 1 h; Potency, µM (titrated, usually from 57.5 µM), without a hit: at the highest dose activity change, negative = inhibition, usual class: inhibitors; 0.37% of 290,000 active; AID 1721; note: potency is the fitted concentration of half-maximal effect; % is set by controls: 0 for no effect and ±100 for the full control effect
Target sequence (Q27686 whole entry, looked up): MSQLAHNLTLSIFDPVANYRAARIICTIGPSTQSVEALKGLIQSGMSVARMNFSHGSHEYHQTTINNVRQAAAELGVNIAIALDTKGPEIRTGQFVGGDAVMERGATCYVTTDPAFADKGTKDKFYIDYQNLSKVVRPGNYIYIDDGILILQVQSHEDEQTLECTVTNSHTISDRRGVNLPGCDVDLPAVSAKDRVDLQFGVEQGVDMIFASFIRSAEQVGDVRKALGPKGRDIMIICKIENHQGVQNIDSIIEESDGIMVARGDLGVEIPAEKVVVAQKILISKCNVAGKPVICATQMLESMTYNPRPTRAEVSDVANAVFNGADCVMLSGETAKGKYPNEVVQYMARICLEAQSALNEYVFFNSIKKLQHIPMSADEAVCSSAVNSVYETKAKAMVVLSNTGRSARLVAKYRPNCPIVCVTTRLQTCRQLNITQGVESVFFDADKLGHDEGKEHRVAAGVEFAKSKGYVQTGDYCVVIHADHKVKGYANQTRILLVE
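Screened at intermediate enzyme activity to detect both inhibitors and activators: LmPK at 0.1 nM, with a 0.5 nM enzyme column as activation reference. PEP 0.5 mM, ADP 0.1 mM; ATP detected by luminescence after 1 h.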
Cycloheximide cs = counter-screen for Shiga toxin inhibitors: cycloheximide protein synthesis inhibition; 12% of 300,000 active; max response, %; cell reporter, cycloheximide protein synthesis inhibition counterscreen; AID 2314; in the data active = max response mostly above about 13%, no sharp cut-off; inactive = mostly below about 14%; note: read at 38.3 µM for the half of the compounds with a filed dose; 0% is about no effect
Numbers without * were called inactive; ? = inconclusive; · = no result given; & = joins results of further samples; [ ] = dose if it differs, or a comment. Unless noted, calls come from the whole dose curve; as a rule, active = well fitted curve in the direction sought with a large enough effect; inconclusive = small, poorly fitted or top-dose-only effect, or another doubt; inactive = no such curve, though single readings can be large; an effect the other way counts as inactive or inconclusive. Outcome played no part in choosing rows; overall some 21% were active at least once.

SMILES	Pf growth 48h	Shiga toxin inh	Pf growth 96h	AMA1 RON2 block	TbPYK inhibitor	LmPK inhibitor	Cycloheximide cs
NC(=O)C[n+]1cccc(C(N)=O)c1	38%[activator]	-8	29%	-8%	2%	6%	1
Cc1ccc(S(=O)(=O)N2CCCCC2)cc1NC(=O)CSc1nccn1C	-2%	27	-20%	-11%	0%	2%	-1
COc1ccc(NC2CC(=O)N(c3cccc(C)c3)C2=O)cc1 (centres undefined)	14%	-9	12%	6%	-1%	5%	-3
Cc1ccc(-c2ccc(SCC(=O)Nc3cc(C)on3)nn2)cc1	38%[activator]	13	0%	6%	-6%	0%	6
COc1ccc(CN2CCN(c3ccccn3)CC2)c(OC)c1C	-7%	-12	-27%	?	-1%&-10%	2%	-2
O=C(CN1C(=O)C2(OCCO2)c2ccccc21)c1ccc(Br)cc1	?	-21	·	0%	-10%	6%	-2
CCSc1nnc(NS(=O)(=O)c2ccc(OC)cc2)s1	3%	-3	0%	5%	-12%	0%	2
CC(C)(C)c1ccc(OCc2ccc(C(=O)N/N=C/c3ccc(O)c(O)c3)cc2)cc1	?	64*	?	12%	-2%	2%	18*
c1ccc(N2CCN(c3ccc4nncn4n3)CC2)nc1	40%[activator]	-5	?	-7%	-6%	2%	5
O=C(C1=C[C@H](c2ccc(C(F)(F)F)cc2)C[C@H](OCCCCO)O1)N1CCN(Cc2ccc3c(c2)OCO3)CC1	5.9µM*	-8	3.7µM*	1%	-2%	6%	-1
CCN(C(=O)CSc1nnc2nc(C)cc(C)n12)c1ccccc1	?	-16	?	-17%	2%	1%	-1
CCCC(=O)C1=C(N(C)c2ccccc2)CC(C)(C)CC1=O	-2%	-18	-15%	3%	0%	-9%	0
CCCCn1nc(C(=O)Nc2cccc(C(=O)NC3CC3)c2)c2ccccc2c1=O	12µM*	·	12µM*	-5%	-2%	·	·
CCOCC(=O)Nc1cc(OC)c(Cl)cc1OC	13%	-6	22%	0%	1%	4%	-1
C/C(=N\NC(=O)CSc1nc(C)cc(C)n1)c1cccs1	-4%	-8	?	5%	-3%	-2%	-1
COc1cccc(N2C(=NC(=O)COc3ccccc3)SC3CS(=O)(=O)CC32)c1 (centres undefined)	12%	-6	?	7%	-2%	-10%	-8
COc1ccc(N(CC(=O)Nc2cc(OC)ccc2OC)S(=O)(=O)c2c(C)noc2C)cc1	?	-3	?	-5%	9%	-11%	-7
S=C(NCCc1ccccc1)Nc1cccc2cnccc12	-2%	17	4%	1%	-7%	4%	4
COc1ccc(/C=C/C(=O)c2ccccc2O)cc1CN1CCOCC1	·	-17	10µM*	-26%	-3%	2%	-1
CCOC(=O)c1sc(=NC(=O)c2ccc(OC(C)C)cc2)n(C)c1C	0%	-8	0%	3%	-4%	-4%	-6
CCCC1(CCC)C(=O)NC(=Nc2ccccc2)NC1=O	-9%	-26	·	-4%	-5%	12%	-4
O=C(NCCS(=O)(=O)N1CCC2(CC1)OCCO2)c1ccc(F)cc1	-2%	·	40%[activator]	-4%	-1%	·	·
S=C1NC2(CCCC2)Nc2ccccc21	22%	103*	-19%	-3%	-2%	-6%	38*
Cc1ccc(N/C(N)=N/c2nc3c(c(=O)[nH]2)CCCC3)c(C)c1	?	35	71%[activator]	-2%	-11%	4%	-1
CC(C)C[C@H](NC(=O)N1CCn2c1nc1ccccc12)C(=O)NCc1ccco1	-9%	22	-7%	71%[activator]	-2%	12%	-2
Cc1c(CBr)[n+](=O)c2c(n1[O-])C(Br)CCC2Br (centres undefined)	-1%	17	2%	-24%	?	1%	14*
COc1ccc(OC)c2nc(-c3ccncc3)ccc12	?	9	12%	4%	-5%	1%	15*
CCOC(=O)C1CCCN(Cc2cc(=O)oc3cc(C)c(C)cc23)C1 (centres undefined)	-26%	28	23%	1%	0%	1%	37*
Cc1cccc(NC(=S)NCCCN2CCOCC2)c1	-1%	1	-2%	-13%[11.6 µM]	7%	-2%	-2
O=C(CSc1n[nH]c(-c2ccc(S(=O)(=O)N3CCCCC3)cc2)n1)Nc1nccs1	?	-14	-7%	-1%	2%	2%	5

An excerpt of these results, with each value named.
> COc1ccc(OC)c2nc(-c3ccncc3)ccc12
  Pf growth 48h: ?
  Shiga toxin inh: 9
  Pf growth 96h: 12%
  AMA1 RON2 block: 4%
  TbPYK inhibitor: -5%
  LmPK inhibitor: 1%
  Cycloheximide cs: 15*
> CCOC(=O)C1CCCN(Cc2cc(=O)oc3cc(C)c(C)cc23)C1 (centres undefined)
  Pf growth 48h: -26%
  Shiga toxin inh: 28
  Pf growth 96h: 23%
  AMA1 RON2 block: 1%
  TbPYK inhibitor: 0%
  LmPK inhibitor: 1%
  Cycloheximide cs: 37*
> Cc1cccc(NC(=S)NCCCN2CCOCC2)c1
  Pf growth 48h: -1%
  Shiga toxin inh: 1
  Pf growth 96h: -2%
  AMA1 RON2 block: -13%[11.6 µM]
  TbPYK inhibitor: 7%
  LmPK inhibitor: -2%
  Cycloheximide cs: -2
> O=C(CSc1n[nH]c(-c2ccc(S(=O)(=O)N3CCCCC3)cc2)n1)Nc1nccs1
  Pf growth 48h: ?
  Shiga toxin inh: -14
  Pf growth 96h: -7%
  AMA1 RON2 block: -1%
  TbPYK inhibitor: 2%
  LmPK inhibitor: 2%
  Cycloheximide cs: 5

(cont.)
SMILES	Pf growth 48h	Shiga toxin inh	Pf growth 96h	AMA1 RON2 block	TbPYK inhibitor	LmPK inhibitor	Cycloheximide cs
S=c1[nH]nc(COc2ccccc2)n1Cc1ccccc1	10%	-16	-67%	23%	?	-22%	-5
Cc1ccc(/C=N/NC(=O)CSc2nc3ccccc3c(=O)n2-c2ccccc2)s1	?	-11	?	-4%	-4%	3%	-4
COc1ccccc1NS(=O)(=O)c1cccc(C(=O)NCc2ccncc2)c1	-12%	·	14%	18%	0%	·	·
CN(C(=O)COC(=O)c1cccnc1Nc1ccccc1F)C1CCS(=O)(=O)C1 (centres undefined)	76%[activator]	65*	91%[activator]	4%	-2%	?	28*
Cc1ccc2cc(-c3noc(C4CCCCC4)n3)c(=O)[nH]c2c1	39%[activator]	2	9%	25%	-1%	9%	1
C[C@@H]1O[C@@H](Oc2c(-c3cc(O)c(O)c(O)c3)oc3cc(O)cc(O)c3c2=O)[C@H](O)[C@H](O)[C@H]1O	13µM*	-7&-4	?	-20%	?	8%	-15&-3
O=C(c1cc(C2CC2)on1)N1CCN(c2ccc(F)cc2)CC1	9%	3	79%[activator]	4%	-12%	-1%	1
Clc1ccc(C2=NOC(c3nnc(-c4ccccc4)o3)C2)cc1 (centres undefined)	4%	-2	32%	-1%	-9%	4%	-2
CCOc1ccc(Br)cc1S(=O)(=O)Nc1cccc(S(=O)(=O)N(CC)CC)c1	-11%	10	?	22%	2%	4%	-2
CC1CCCCN1CCCNc1ccc(C(CC(N)=O)NC(=O)c2ccccc2)cc1[N+](=O)[O-] (centres undefined)	28%	-4	-35%	-1%	-3%	-3%	-1
COc1ccc(OC)c(N(CC(=O)NCc2ccccn2)S(C)(=O)=O)c1	1%	-15	50%[activator]	73%[activator]	-5%	-1%	12
COc1ccc(C2=Nn3c(nnc3-c3ccncc3)SC2)cc1OC	?	-29	·	0%	-13%	8%	-5
O=C(CCSc1ccccc1)NCC1CCCO1 (centres undefined)	73%[activator]	63*	·	10%	-4%	-1%	29*
COc1ccc2nc(C)cc(SCC(=O)Nc3c(C)cc(C)cc3C)c2c1	5%	-14	87%[activator]	-5%	1%	-4%	-2
COc1cc(NC(=O)CCN2CCN(C/C=C/c3ccccc3)CC2)cc(OC)c1	?	6	0%	-2%	8%	-10%	-2
CCCc1ccc(-c2cc(C(=O)Nc3ccc([N+](=O)[O-])cn3)c3ccccc3n2)cc1	-95%	17*	?	-15%	-4%	-1%	21*
COCCn1nnnc1C(c1ccc(OC)c(OC)c1)N1CCc2ccccc21 (centres undefined)	3%	3	-17%	-14%	1%	-3%	-3
O=C(CCN1CCN(S(=O)(=O)c2cccc([N+](=O)[O-])c2)CC1)Nc1ccccc1F	-8%	-9	?	-4%	-6%	-12%	-7
O=C(N/N=C/c1ccccc1Cl)c1nc2ccc([N+](=O)[O-])cc2c(=O)[nH]1	-8%	-15	11%	86%[activator]	-17%	2%	1
Cc1ccccc1OCCC(=O)Nc1ccccc1C(=O)N1CCCCC1	?	·	34%[activator]	6%	5%	·	·
COc1cc(C)c2occ(/C(C)=N\O)c2c1	4%	11	-16%	-12%	2%	0%	8
COC(=O)c1ccc(N2CCOCC2)c(NC(=O)c2ccc(Br)o2)c1	2%	31	34%[activator]	1%	4%	-12%	-2
CC(C)OC(=O)C1C2c3ccccc3C(c3ccccc32)C1C(=O)O (centres undefined)	?	2	-1%	2%	3%	7%	-7
COc1ccc(OC)c(N/C(C)=C/C(=O)c2ccc(Br)cc2)c1	22%	33	?	?	-4%	5%	8
COc1ccc2oc(C(=O)OCC(=O)N3CC(C)CC(C)C3)c(C)c2c1 (centres undefined)	8%	·	9%	-8%	-2%	·	·
O=S(=O)(c1cccc(-n2cnnn2)c1)N1CCOCC1	·	-19	60%[activator]	2%	-10%	12%	-1
O=C(Nc1ccccc1C(=O)Nc1ccccn1)c1cccc([N+](=O)[O-])c1	9%	-3	-1%	43%[activator]	-2%	0%	-2
Cc1ccc(S(=O)(=O)c2c(N)n(-c3ccccc3)c3nc4ccccc4nc23)cc1	?	-17	?	6%	1%	0%	1
CC(=O)c1ccc(S(=O)(=O)N2CCN(CCOc3ccc(Br)cc3)CC2)cc1	?	·	?	-4%	2%	·	·
CN(Cc1ccccc1)C(=O)COc1ccc(-c2nnco2)cc1	1%	11	?	0%	2%	1%	8
CCOc1cc(C(=O)Nc2ccc(C)cc2C)ccc1OCC(=O)N1CCCCC1	?	-12	?	-2%	1%	-1%	-7
Cc1cccc(N2C(=O)CC(Sc3nnc(C)s3)C2=O)c1 (centres undefined)	9%	11	-8%	-1%	-12%	3%	-1
CCCNC(=S)NC1CCCC1	·	19	?	?	4%	1%	3
COc1cc(C(=O)NCc2cccnc2)ccc1OCC(=O)Nc1cccc(C(F)(F)F)c1	-3%	·	?	-2%	4%	·	·
CC(NS(=O)(=O)c1ccc(Br)cc1)c1ccccc1 (centres undefined)	-12%	6	14%	7%	6%	0%	-3
COc1cc(OC)c(C(=O)NNC(=S)NC2CCCCC2)cc1OC	3%	-14	0%	60%[activator]	-8%	3%	-4
Cc1nnc2n1N=C(c1ccc3c(c1)NC(=O)CO3)CS2	0%	4	-26%	0%	2%	-1%	-1
CC(=O)N(c1ccccc1)C1CCCC1	-1%	0	0%	-2%	8%	-10%	-2
O=C(C1CCCN(S(=O)(=O)c2cccs2)C1)N1CCC(N2CCCCC2)CC1 (centres undefined)	-12%	-12	-40%	-2%	3%	4%	-7
CC(=O)N1c2ccc(S(=O)(=O)NCC3CCC(C(=O)NC4CCCCC4C)CC3)cc2CC1C (centres undefined)	?	-4	?	-10%	3%	-1%	3
C/C(=N\Nc1ccc(S(N)(=O)=O)cc1[N+](=O)[O-])c1ccccc1O	-1%	-7	6%	-6%	-3%	-9%	-2
